From PubChem
HP1b binding inh – HTS for Inhibitors of HP1-beta Chromodomain Interactions with Methylated Histone Tails; Potency, µM (top dose mostly 114 µM), for inactives: at the highest dose activity change, negative = inhibition, hits mostly inhibitors; AlphaScreen HP1-beta / biotin-H3K9me3 peptide binding; actives 0.56% (n = 390,000); further: potency means the concentration at half of the fitted maximal effect; nearly all actives have a fitted effect of over 70% in size; inactives centre near 23
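Compound inhibition of the preformed complex between 50 nM HP1-beta and 50 nM biotinylated H3K9me3 peptide was read by AlphaScreen. Buffer was PBS pH 7.4 with 0.01% Tween-20. Incubations ran 30 min at room temperature, with 10 ug/mL donor/acceptor beads.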
JMJD2A Tudor – qHTS Assay for Inhibitors of JMJD2A-Tudor Domain; Lysine-specific demethylase 4A (Homo sapiens), O75164; AlphaScreen JMJD2A-Tudor / H3K4me3 peptide binding; Potency, µM (top dose mostly 114 µM), for inactives: top-dose activity change, negative = inhibition, most hits filed as inhibitors; actives 4.4% (n = 390,000); further: potency means the concentration at half of the fitted maximal effect; on the % scale 0 is the no-effect control and ±100 the full control effect; nearly all actives have a fitted effect of over 50% in size
GLS inhibitor – qHTS for Inhibitors of Glutaminase (GLS); GLS enzymatic activity, qHTS titration; AID 624170, 2012; Potency, µM (doses to about 45.5 µM), inactives show top-dose activity change, negative = inhibition, most hits filed as inhibitors; Glutaminase kidney isoform, mitochondrial (Homo sapiens), O94925; actives 0.21% (n = 410,000); further: potency means the concentration at half of the fitted maximal effect; on the % scale 0 is the no-effect control and ±100 the full control effect
Target sequence (O94925 whole entry, looked up, canonical isoform): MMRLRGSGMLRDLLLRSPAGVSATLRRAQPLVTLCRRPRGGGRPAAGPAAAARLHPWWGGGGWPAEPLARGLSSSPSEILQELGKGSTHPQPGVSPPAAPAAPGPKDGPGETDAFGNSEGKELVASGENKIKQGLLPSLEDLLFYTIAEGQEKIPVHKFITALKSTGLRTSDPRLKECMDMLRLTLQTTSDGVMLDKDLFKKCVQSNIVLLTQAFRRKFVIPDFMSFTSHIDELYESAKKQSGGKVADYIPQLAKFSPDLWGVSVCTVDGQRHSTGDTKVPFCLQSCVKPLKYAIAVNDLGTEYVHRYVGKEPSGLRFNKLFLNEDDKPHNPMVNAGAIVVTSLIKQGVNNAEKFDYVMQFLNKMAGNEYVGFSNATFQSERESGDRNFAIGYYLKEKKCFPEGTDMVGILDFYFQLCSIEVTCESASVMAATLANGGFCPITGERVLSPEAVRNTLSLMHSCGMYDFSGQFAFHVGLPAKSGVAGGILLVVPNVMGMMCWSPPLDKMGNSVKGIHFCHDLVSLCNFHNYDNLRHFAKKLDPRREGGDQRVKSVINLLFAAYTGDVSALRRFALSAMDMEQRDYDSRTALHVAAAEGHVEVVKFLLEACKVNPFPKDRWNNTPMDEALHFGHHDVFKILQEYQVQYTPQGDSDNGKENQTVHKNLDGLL
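hKGA in 45 mM KH2PO4 (pH 8.2), 0.02% Tween-20 with compound, then 1mM L-Glutamine (stock as added) plus glutamate oxidase/HRP/Amplex red coupling mix. Fluorescence read initially and after 30 min at RT; signal change reflects glutamate formation.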
PI4K2A block – qHTS for small molecular inhibitors of PI4K2A | actives 0.13% (n = 420,000) | activity change, negative = inhibition, % at 76.9 µM | purified PI4K2A, ADP-Glo luminescence, 1 h; hits give low values; in the data active means activity change below about -50%; inconclusive means mostly about -30% to -49%;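 further: -100% = wells without enzyme as full effect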
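In this quantitative HTS, ADP production by PI4K2A was quantified luminescently after 1 h at ambient temperature; 100 microM adenosine served as plate-quality control.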
Pin1 inh – qHTS Assay to Find Inhibitors of Pin1; Peptidyl-prolyl cis-trans isomerase NIMA-interacting 1 (Homo sapiens), Q13526; Pin1 FP peptide displacement, HiFluor488, 10 min; Potency, µM (doses to about 115 µM), without a hit: at the top dose activity, negative = inhibition, most hits filed as inhibitors; actives 0.009% (n = 390,000); AID 504891, 2011; active means well fitted inhibition curve with a large enough effect in the polarisation, with a control signal flat, not every such curve was filed as active; inconclusive means small, poorly fitted or top-dose-only effect, or effect the other way, or a change in a side signal; inactive means no such curve, though single readings can be large or run the other way; the % refers to the polarisation; further: potency means the concentration at half of the fitted maximal effect; on the % scale 0 is the no-effect control and ±100 the full control effect
BAZ2B block – qHTS Assay for Inhibitors of BAZ2B | AID 504333, 2011 | actives 4.4% (n = 360,000) | Potency, µM (series often up to 114 µM), for the others: at the highest dose activity change, negative = inhibition, hits mostly inhibitors | Bromodomain adjacent to zinc finger domain protein 2B (Homo sapiens), Q9UIF8 | AlphaScreen BAZ2B-H3K14Ac peptide displacement; further: potency means the concentration at half of the fitted maximal effect; on the % scale 0 is the no-effect control and ±100 the full control effect; nearly all actives have a fitted effect of over 60% in size
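Compounds, titrated to a top concentration of 110 uM, were incubated 30 min at room temperature with preformed BAZ2B/acetyl-K14 H3 peptide complex (50 nM each). Proximity signal was measured by AlphaScreen after 20 min with beads.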
Tb PGK inh – qHTS Assay to Find Inhibitors of Phosphoglycerate Kinase | actives 0.043% (n = 380,000) | PGK/GAPDH coupled, Kinase-Glo luminescence, 60 min | Potency, µM (top dose mostly 57.5 µM), for the others: at the highest dose activity change, negative = inhibition, usual class: inhibitors | Phosphoglycerate kinase, glycosomal (Trypanosoma brucei brucei), P07378; further: potency means the concentration at half of the fitted maximal effect; on the % scale 0 is the no-effect control and ±100 the full control effect; nearly all actives have a fitted effect of over 60% in size
Target sequence (P07378 whole entry, looked up): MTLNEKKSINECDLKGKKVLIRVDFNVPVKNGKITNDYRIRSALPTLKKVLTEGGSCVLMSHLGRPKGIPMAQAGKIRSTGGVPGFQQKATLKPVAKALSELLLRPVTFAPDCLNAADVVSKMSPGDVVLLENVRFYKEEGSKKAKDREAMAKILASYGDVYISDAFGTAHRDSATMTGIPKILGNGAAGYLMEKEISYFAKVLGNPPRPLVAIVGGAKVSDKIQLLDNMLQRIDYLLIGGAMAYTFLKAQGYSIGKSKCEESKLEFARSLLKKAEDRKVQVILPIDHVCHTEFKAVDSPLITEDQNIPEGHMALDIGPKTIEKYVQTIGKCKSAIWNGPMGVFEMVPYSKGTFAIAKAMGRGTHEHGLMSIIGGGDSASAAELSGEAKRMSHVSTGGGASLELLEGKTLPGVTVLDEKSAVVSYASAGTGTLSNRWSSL
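Luminescent ATP detection (Kinase-Glo Plus) follows a 60-minute room-temperature incubation, with wells lacking PGK as controls. Buffer: 100 mM TEA (pH 7.6), 5 mM MgCl2, 0.01% Tween-20. Coupling enzyme GAPDH (100 nM final) supplies unstable 1,3-BPG in-well.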
G9a block – qHTS Assay for Inhibitors of Histone Lysine Methyltransferase G9a | Histone-lysine N-methyltransferase EHMT2 (Homo sapiens), Q96KQ7 | Potency, µM (doses to about 102 µM), for the others: at the top dose activity, negative = inhibition, actives largely listed as inhibitors | G9a H3K9 monomethylation, AlphaScreen, 2 h | actives 8.8% (n = 350,000); further: potency means the concentration at half of the fitted maximal effect; on the % scale 0 is the no-effect control and ±100 the full control effect; nearly all actives have a fitted effect of over 75% in size
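Compounds were preincubated with 20 nM G9a for 15 min, after which biotinylated H3K9 peptide (500 nM) and SAM (20 uM) started a 2 h room-temperature reaction. Monomethylated product was quantified by antibody-based AlphaScreen chemiluminescence.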
POLH inh – qHTS for Inhibitors of Polymerase Eta | actives 1.2% (n = 390,000) | recombinant Pol eta, fluorescent DNA replication assay | Potency, µM (series often up to 114 µM), without a hit: at the top dose activity change, negative = inhibition, hits mostly inhibitors | AID 588591, 2011; further: potency means the concentration at half of the fitted maximal effect; on the % scale 0 is the no-effect control and ±100 the full control effect
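Fluorescent replication assay: 50 nM final substrate added after a 15 min room-temperature compound preincubation with 10 nM enzyme. Signal taken at 0 min and again at 10 min.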
The depositor's hits bear a star; i = inactive; ? = inconclusive; . = not tested or not shown; [ ] = remark or other dose. Unless noted, the call rests on the fitted dose curve; in most records, active means well fitted curve in the direction sought with a large enough effect; inconclusive means small, poorly fitted or top-dose-only effect, or another doubt; inactive means no such curve, though single readings can be large; an effect the other way counts as inactive or inconclusive. The list is partial (hit frequency here may not be typical).

SMILES | HP1b binding inh | JMJD2A Tudor | GLS inhibitor | PI4K2A block | Pin1 inh | BAZ2B block | Tb PGK inh | G9a block | POLH inh
O=[N+]([O-])c1cccc(-c2nnnn2-c2cccc(F)c2)c1 | -21% | -22% | 0% | 2 | 2% | . | -2% | . | -12%
CN(C)C(CNC(=O)CCc1nc2ccccc2s1)c1ccccc1 (stereo not drawn) | 0% | -13% | 6% | 2 | 0% | 4% | -2% | 14% | 0%
CC1CCCC(C)N1C(=O)COC(=O)CNC(=O)c1ccc(Cl)cc1Cl (stereo not drawn) | 15% | 1% | -2% | 7 | 1% | 6% | -8% | -27% | -16%
Cc1cccc(Nc2nnc(SCC3CCCCO3)s2)c1 (stereo not drawn) | 24% | -3% | 2% | -9 | -4% | -8% | -9% | 10µM* | -4%
Cc1ccnc(NC(=O)Cc2ccc(F)cc2)n1 | 14% | -1% | 0% | 3 | -5% | ? | 3% | -14%[59 µM] | -5%
Cc1ccc2c(=O)cc(C(=O)Nc3cccc(C(F)(F)F)c3)oc2c1C | 5% | -12% | 1% | -6 | -6% | 2% | i | 6%[59 µM] | -19%
CSC1=NCCN1S(=O)(=O)c1ccc(C)cc1 | 42%[activator] | -5% | 1% | 1 | 4% | 2% | 0% | -10% | 0%
Cc1ccc(-c2nc(-c3ccc(Cl)cc3)sc2CC(=O)O)c(C)c1 | 25% | -1% | 2% | 1 | 9% | 11% | -2% | -12% | -1%
O=C(CSCc1ccccc1Br)NNC(=S)NCc1ccco1 | -2% | ? | 4% | 1 | 3% | -31% | 1% | 40µM* | -24%
O=C(Nc1ccc(Cc2ccc(NC(=O)C3CC3)c(O)c2)cc1O)C1CC1 | 21% | -18%[57.1 µM] | -1% | -13 | ? | 4% | 6% | 7%[12.7 µM] | -3%
Cc1ccc(CNC(=O)Cn2c(SCC(=O)Nc3ccc(F)cc3)nc3ccccc32)cc1 | 50%[activator] | -9% | 1% | -3 | 41%[activator] | 7% | -8% | 51%[59 µM] | -7%
CCOc1ccc(S(=O)(=O)N2CCC(C(=O)OCc3cccc(OC)c3OC)CC2)cc1 | 50%[activator] | 2% | 0% | 1 | ? | -8% | 10% | -16%[12.7 µM] | -12%
O=C(O)c1ccc(-c2nc3ccccc3s2)o1 | 27% | -10%[11.4 µM] | 1% | -17 | -1% | -37% | -4% | ? | 26%
Cc1nn(C2CCS(=O)(=O)C2)c(C)c1CN(C)C(=O)c1ccc(F)cc1 (stereo not drawn) | . | . | 1% | 3 | . | . | -3% | . | -1%
O=C(NCCc1ccccc1)C(c1ccncc1)N(C(=O)c1csnn1)C1CC1 (stereo not drawn) | 16% | -18% | 4% | 5 | 4% | -3% | -3% | -9%[59 µM] | 8%

Already shown: entries from further up.
SMILES | HP1b binding inh | JMJD2A Tudor | GLS inhibitor | PI4K2A block | Pin1 inh | BAZ2B block | Tb PGK inh | G9a block | POLH inh
CCOc1ccc(S(=O)(=O)N2CCC(C(=O)OCc3cccc(OC)c3OC)CC2)cc1 | 50%[activator] | 2% | 0% | 1 | ? | -8% | 10% | -16%[12.7 µM] | -12%
O=C(O)c1ccc(-c2nc3ccccc3s2)o1 | 27% | -10%[11.4 µM] | 1% | -17 | -1% | -37% | -4% | ? | 26%
Cc1nn(C2CCS(=O)(=O)C2)c(C)c1CN(C)C(=O)c1ccc(F)cc1 (stereo not drawn) | . | . | 1% | 3 | . | . | -3% | . | -1%
O=C(NCCc1ccccc1)C(c1ccncc1)N(C(=O)c1csnn1)C1CC1 (stereo not drawn) | 16% | -18% | 4% | 5 | 4% | -3% | -3% | -9%[59 µM] | 8%

Other results
SMILES | HP1b binding inh | JMJD2A Tudor | GLS inhibitor | PI4K2A block | Pin1 inh | BAZ2B block | Tb PGK inh | G9a block | POLH inh
O=c1[nH][nH]c(=O)c(Cl)c1Cl | 19%[57 µM] | -7% | 0% | -13 | 1% | . | -1% | . | -16%
Cc1ccc(NC(=O)CCC(=O)NNC(=O)/C=C/C(=O)O)c(C)c1 | 21% | ? | -6% | -2 | -8% | -36% | -9% | 10µM* | -13%
CSc1nc2nc3c(cc2c(=O)[nH]1)C(O)Oc1ccc(C)cc1-3 (stereo not drawn) | 8% | -16% | 19% | -4 | 14% | -16% | -8% | -32% | 14%
COc1ccc(CNC(=O)Cn2nc(C)c3c(C)n(-c4ccccc4)nc3c2=O)cc1OC | ? | -7% | -9% | -1 | -1% | -34% | -4% | -24%[59 µM] | 1%
COc1cccc2c1N1C(=O)c3c(C(=O)O)cccc3C1CC2(C)C (stereo not drawn) | 15% | -24% | 0% | -4 | -4% | -30% | -1% | 18%[59 µM] | ?
COCCn1c(CNC(=O)c2cc(OC)c(OC)c(OC)c2)nc2cccnc21 | 28%[57 µM] | -10% | 8% | -1 | -3% | -2% | i | -17%[59 µM] | -22%
Cc1cc(C)nc(Nc2ccc(N3CCOCC3)cc2)n1 | 1% | -19% | 35%[activator] | 2 | -6% | -38% | 10% | 50µM* | -16%
O=C(O)c1ccccc1-c1nc2ccccc2c(=O)[nH]1 | 16% | -36% | 5% | 0 | -3% | ? | -3% | 0% | 4%
O=C(O)c1ccc(Cl)c(S(=O)(=O)Nc2ccccc2N2CCOCC2)c1 | 14% | -8%[11.4 µM] | -8% | 2 | 0% | 9% | -2% | ? | -9%
CCOCCCNC(=O)/C(C#N)=C/c1ccccc1F | 40%[activator] | -9% | 3% | 4 | -3% | -2% | -7% | 6% | -8%
N#Cc1ccccc1COC(=O)CCN=C1NS(=O)(=O)c2ccccc21 | 12%[57 µM] | -2% | 2% | 5 | 9% | . | 8% | . | 2%
COc1cccc2c(=O)n(CC(=O)Nc3ccc(F)cc3)ccc12 | 24% | -11% | 4% | 2 | 0% | 9% | -8% | ? | 1%
COc1ccccc1C1c2[nH]c3ccccc3c2CCN1Cc1cnc(C)s1 (stereo not drawn) | 21% | -1%[11.4 µM] | 1% | 2 | 4% | -10% | -1% | -12% | -14%
CCOC(=O)Cn1c(=O)oc2cc(S(=O)(=O)N(C)c3cccc(C)c3)ccc21 | 5% | 0% | 0% | -19 | 18% | 5% | -10% | -38% | -7%
O=C(Nc1ccc(N2CCN(c3ccc(F)cc3)CC2)c(C(=O)O)c1)c1cccs1 | 47%[activator] | -14% | ? | -6 | 15% | 5% | -6% | 6%[59 µM] | -21%

G9a block, what is marked active above.
SMILES | HP1b binding inh | JMJD2A Tudor | GLS inhibitor | PI4K2A block | Pin1 inh | BAZ2B block | Tb PGK inh | G9a block | POLH inh
Cc1cccc(Nc2nnc(SCC3CCCCO3)s2)c1 (stereo not drawn) | 24% | -3% | 2% | -9 | -4% | -8% | -9% | 10µM* | -4%
O=C(CSCc1ccccc1Br)NNC(=S)NCc1ccco1 | -2% | ? | 4% | 1 | 3% | -31% | 1% | 40µM* | -24%
Cc1ccc(NC(=O)CCC(=O)NNC(=O)/C=C/C(=O)O)c(C)c1 | 21% | ? | -6% | -2 | -8% | -36% | -9% | 10µM* | -13%
Cc1cc(C)nc(Nc2ccc(N3CCOCC3)cc2)n1 | 1% | -19% | 35%[activator] | 2 | -6% | -38% | 10% | 50µM* | -16%

Continuation.
SMILES | HP1b binding inh | JMJD2A Tudor | GLS inhibitor | PI4K2A block | Pin1 inh | BAZ2B block | Tb PGK inh | G9a block | POLH inh
O=C(NC(=S)Nc1ccc2ncccc2c1)c1ccccc1 | 5% | ? | 3% | -2 | 8% | ? | -10% | 56µM* | 2%
Cc1n[nH]c(=O)c2c(NC(=O)CSc3ccccc3F)oc(C)c12 | 6% | -15% | 3% | -5 | -2% | 11% | 5% | 32µM* | 4%
O=C(NCCCc1ccccc1)c1cccc(Br)c1 | 89%[activator] | 20% | -1% | -24 | -1% | . | -5% | . | -17%
O=C(NCCCNC(=O)c1cnccn1)c1cccc(Cl)c1 | 1% | -8% | 3% | 8 | -2% | -4% | i | 3% | -11%
Cc1cccc(OCC(=O)Nc2ccc(C(=O)Nc3ccccc3C(=O)O)cc2)c1C | 13% | -25% | 18% | 0 | -22% | 8% | -10% | 28% | -24%
CCOc1ccc(CNC(=O)C2CCCN(S(=O)(=O)c3ccc4c(c3)CCCC(=O)N4)C2)cc1 (stereo not drawn) | 30% | -18% | 7% | -6 | 23% | 10%[57.1 µM] | i | 0%[59 µM] | -13%
CCc1ccc(OCC(=O)O/N=C(\N)c2ccncc2)c(Br)c1 | 46%[activator] | 9% | 20% | 8 | -11% | -5% | i | -102% | -5%
COc1ccc(Nc2nc(N)nc(CN3CCOCC3)n2)cc1 | -5% | 50µM* | 7% | -3 | 4% | 79µM* | 2% | -1% | -7%
COc1ccc(CNC2CC(C)N(C)CC2C)cc1OC (stereo not drawn) | 26% | -9% | 6% | -1 | -8% | 10% | 6% | -11% | -11%
CCn1c(=O)c(C(=O)Nc2nc3ccccc3[nH]2)c(O)c2ccccc21 | 38% | -3% | 20% | -1 | 0% | -5% | 1% | -9%[59 µM] | -4%
